CHOP inhibitor: CHOP inhibition in unfolded protein response; CHO-K1 CHOP-promoter luciferase, tunicamycin-induced, 15-18 h; inhibition, % at 10 µM; 3.8% of 220,000 active;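 active means compounds that reduced the stress-induced luciferase reporter signal by more than about 70% of percent inhibition, limit read from the data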;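 further: 0% = tunicamycin plus vehicle and 100% = wells without tunicamycin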
NPY Y1 blocker: antagonists of human neuropeptide Y receptor Y1; HEK293-CNG Y1 cells, membrane potential fluorescence; NPY at EC95, then isoproterenol; inhibition, % at 3.6 µM; 1% of 200,000 active;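 active means inhibition above the campaign mean inhibition of all tested compounds plus 3 SD, cut at about 20% in these data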;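 further: 0% = DMSO wells given NPY plus isoproterenol and 100% = isoproterenol alone without NPY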
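Assay system: HEK293 cells with Y1 receptor plus CNG channel | Probe or stimulus: NPY (25 nM), isoproterenol (1 µM), Ro 20-1724 (25 µM) | Timing: Compound incubation 1 h at room temperature, readout 45 min post-stimulation | Measured by: Membrane-potential fluorescent dye readout | Benchmarks: High control isoproterenol alone, low control NPY with isoproterenol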
S1P4 agonist: agonists of human S1P4 receptor; S1P4-expressing cell line, agonist reporter assay; AID 1509; O95977; 0.35% of 220,000 active; activation, % at 4.98 µM; in the data active means activation above about 11%;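 further: 0% = DMSO vehicle and 100% = reference agonist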
Target sequence (O95977 whole entry, looked up): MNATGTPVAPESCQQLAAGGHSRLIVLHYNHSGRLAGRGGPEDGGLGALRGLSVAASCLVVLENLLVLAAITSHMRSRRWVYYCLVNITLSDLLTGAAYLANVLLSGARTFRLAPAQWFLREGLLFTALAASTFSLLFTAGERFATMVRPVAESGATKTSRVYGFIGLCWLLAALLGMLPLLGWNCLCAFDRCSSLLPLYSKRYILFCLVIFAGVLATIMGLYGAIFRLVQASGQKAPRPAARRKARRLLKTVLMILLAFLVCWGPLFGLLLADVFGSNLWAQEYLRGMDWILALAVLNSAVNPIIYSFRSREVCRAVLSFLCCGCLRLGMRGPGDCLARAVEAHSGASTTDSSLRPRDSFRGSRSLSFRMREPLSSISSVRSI
S1P4 antag: blocks the human S1P4 receptor; O95977; S1P4-expressing cells, antagonist mode, reporter read-out; inhibition, % at 4.98 µM; 0.26% of 220,000 active; in the data active means inhibition above about 29%;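 further: 0% = wells stimulated with agonist and 100% = vehicle wells without agonist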
NPY2 pot ag: potentiates or activates human NPY-Y2 receptor; AID 1359; cells expressing NPY-Y2, potentiator/agonist read-out; 0.45% of 220,000 active; activation, % at 3.6 µM; P49146; in the data active means activation above about 27%;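 further: cells stimulated with NPY near EC25 plus isoproterenol at EC100; 0% = vehicle plus submaximal agonist and 100% = vehicle plus saturating agonist; some results beyond the cut were filed as inactive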
NCF1 inh: blocks human p47phox regulatory protein of NADPH oxidases; P14598; p47phox/p22phox peptide binding, fluorescence polarization, 2 h; inhibition, % at 24.7 µM; 0.53% of 220,000 active; AID 1274;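 active means inhibition above about 30%, limit read from the data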;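 further: 0% = p47phox with labelled peptide and 100% = labelled peptide alone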
Target sequence (P14598 whole entry, looked up): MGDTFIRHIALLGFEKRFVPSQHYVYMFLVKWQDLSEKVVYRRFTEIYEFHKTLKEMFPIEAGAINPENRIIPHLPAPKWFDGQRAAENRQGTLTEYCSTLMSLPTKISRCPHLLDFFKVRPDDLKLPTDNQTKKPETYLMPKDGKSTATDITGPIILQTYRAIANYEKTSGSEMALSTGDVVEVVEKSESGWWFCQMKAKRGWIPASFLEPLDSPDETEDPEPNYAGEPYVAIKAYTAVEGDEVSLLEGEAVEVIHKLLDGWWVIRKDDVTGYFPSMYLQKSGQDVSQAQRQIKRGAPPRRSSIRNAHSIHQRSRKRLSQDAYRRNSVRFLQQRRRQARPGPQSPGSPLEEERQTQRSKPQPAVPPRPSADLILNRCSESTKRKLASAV
NPY-Y1 PAM-ag: potentiates or activates human NPY-Y1 receptor; NPY-Y1 expressing cells, potentiator/agonist activation; activation, % at 3.6 µM; AID 1304; P25929; 0.37% of 220,000 active; in the data active means activation above about 33%, passing the limit was not always enough;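 further: cells stimulated with NPY at EC10 then isoproterenol at EC100; 0% = low agonist plus stimulus and 100% = saturating agonist plus stimulus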
Ba/F3 V617F tox: reduce viability of Ba/F3 cells dependent on JAK2V617F. Ba/F3 EpoR-JAK2V617F viability, ATP luminescence. inhibition, % at 5.6 µM. 1.1% of 220,000 active;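 active means inhibition above the campaign mean plus 3 SD over all tested compounds, cut at about 24% in these data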;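 further: cytokine-independent growth of Ba/F3 cells driven by EpoR plus mutant JAK2; 0% = DMSO-treated cells and 100% = JAK inhibitor I control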
BaF3 tox: reduces parental Ba/F3 cell viability, JAK2V617F counter-screen; CellTiter-Glo ATP luminescence; inhibition, % at 5.6 µM; 1.1% of 220,000 active; AID 1486;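 active means inhibition above a per-campaign cutoff, the mean inhibition of all tested compounds plus 3 SD, cut at about 27% in these data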;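 further: 0% = DMSO wells and 100% = JAK Inhibitor I control wells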
* = called active by the depositor.

The opening 3 records, ahead of the listing:
What do the screens show for `Nc1ccc(N2CCN(c3ccc(Cl)c(Cl)c3)CC2)cc1`?
CHOP inhibitor: 17; NPY Y1 blocker: 1; S1P4 agonist: 1.2; S1P4 antag: -14; NPY2 pot ag: 16; NCF1 inh: -8; NPY-Y1 PAM-ag: 21; Ba/F3 V617F tox: -1; BaF3 tox: 6

Results for COc1ccc(-c2coc3cc(OC)cc(OC)c3c2=O)cc1 ?
CHOP inhibitor: -10; NPY Y1 blocker: -2; S1P4 agonist: 0.5; S1P4 antag: -1; NPY2 pot ag: -27; NCF1 inh: -6; NPY-Y1 PAM-ag: 0; Ba/F3 V617F tox: 1; BaF3 tox: -5

How did Cc1ccc(CSc2nnc(CNc3ccc(F)cc3)o2)cc1 do in these assays?
CHOP inhibitor: 14; NPY Y1 blocker: 10; S1P4 agonist: 1.2; S1P4 antag: -5; NPY2 pot ag: -8; NCF1 inh: 2; NPY-Y1 PAM-ag: -23; Ba/F3 V617F tox: 1; BaF3 tox: 6

Results, from the first entry:
What do the screens show for `Nc1ccc(N2CCN(c3ccc(Cl)c(Cl)c3)CC2)cc1`?
CHOP inhibitor: 17; NPY Y1 blocker: 1; S1P4 agonist: 1.2; S1P4 antag: -14; NPY2 pot ag: 16; NCF1 inh: -8; NPY-Y1 PAM-ag: 21; Ba/F3 V617F tox: -1; BaF3 tox: 6

Results for COc1ccc(-c2coc3cc(OC)cc(OC)c3c2=O)cc1 ?
CHOP inhibitor: -10; NPY Y1 blocker: -2; S1P4 agonist: 0.5; S1P4 antag: -1; NPY2 pot ag: -27; NCF1 inh: -6; NPY-Y1 PAM-ag: 0; Ba/F3 V617F tox: 1; BaF3 tox: -5

How did Cc1ccc(CSc2nnc(CNc3ccc(F)cc3)o2)cc1 do in these assays?
CHOP inhibitor: 14; NPY Y1 blocker: 10; S1P4 agonist: 1.2; S1P4 antag: -5; NPY2 pot ag: -8; NCF1 inh: 2; NPY-Y1 PAM-ag: -23; Ba/F3 V617F tox: 1; BaF3 tox: 6

Results for CCOc1cc(/C=C2/C(=O)ON=C2C)ccc1OCc1ccccc1 ?
CHOP inhibitor: 105*; NPY Y1 blocker: 9; S1P4 agonist: 0.2; S1P4 antag: -26; NPY2 pot ag: -4; NCF1 inh: -23; NPY-Y1 PAM-ag: 0; Ba/F3 V617F tox: 1; BaF3 tox: 7

How did COc1cccc(C(=O)NNC(=O)c2ccccc2Br)c1 do in these assays?
CHOP inhibitor: 1; NPY Y1 blocker: -2; S1P4 agonist: 0.5; S1P4 antag: -13; NPY2 pot ag: 1; NCF1 inh: -12; NPY-Y1 PAM-ag: -3; Ba/F3 V617F tox: 2; BaF3 tox: 5

Results for CCCCn1c(-c2ccc([N+](=O)[O-])cc2)n[nH]c1=S ?
CHOP inhibitor: -11; NPY Y1 blocker: -1; S1P4 agonist: -1.6; S1P4 antag: 4; NPY2 pot ag: 6; NCF1 inh: -5; NPY-Y1 PAM-ag: 2; Ba/F3 V617F tox: 2; BaF3 tox: 1

What do the screens show for `CC(C)(C)c1cc(NC(=O)NN2CCOCC2)nn1-c1c(Cl)cc(Cl)cc1Cl`?
CHOP inhibitor: 11; S1P4 agonist: -0.5; S1P4 antag: 12; NPY2 pot ag: -3; NCF1 inh: -3; NPY-Y1 PAM-ag: -16; Ba/F3 V617F tox: 5; BaF3 tox: 0

Results for Cc1cc(C(=O)CSc2ccc(Cl)cc2)cc(C)c1OC(=S)N(C)C ?
CHOP inhibitor: 2; NPY Y1 blocker: 7; S1P4 agonist: 0.0; S1P4 antag: -4; NPY2 pot ag: 0; NCF1 inh: -11; NPY-Y1 PAM-ag: -13; Ba/F3 V617F tox: -3; BaF3 tox: 1

How did Cc1cc(C)nc(N2CCC(C(=O)NCc3ccco3)CC2)n1 do in these assays?
CHOP inhibitor: 22; NPY Y1 blocker: -5; S1P4 agonist: 2.6; S1P4 antag: -4; NPY2 pot ag: -3; NCF1 inh: -3; NPY-Y1 PAM-ag: 5; Ba/F3 V617F tox: 5; BaF3 tox: 10

How did Cc1cccc2cc3c(N)c(C(=O)N4CCOCC4)sc3nc12 do in these assays?
NPY Y1 blocker: -3; S1P4 agonist: -0.4; S1P4 antag: 3; NPY2 pot ag: -7; NCF1 inh: -15; NPY-Y1 PAM-ag: -11; Ba/F3 V617F tox: 59*; BaF3 tox: 59*

Results for CCC1(C)NC(=O)N(/N=C/c2cc(OC)c(O)c(OC)c2)C1=O (stereo not given) ?
CHOP inhibitor: 6; NPY Y1 blocker: 4; S1P4 agonist: 0.6; S1P4 antag: -2; NPY2 pot ag: -11; NCF1 inh: 1; NPY-Y1 PAM-ag: -6; Ba/F3 V617F tox: -2; BaF3 tox: 4

What do the screens show for `COc1ccc(-c2[nH]ncc2CN(C)Cc2cnccn2)c(OC)c1`?
CHOP inhibitor: 6; NPY Y1 blocker: 2; S1P4 agonist: -0.4; S1P4 antag: 2; NPY2 pot ag: -7; NCF1 inh: 3; NPY-Y1 PAM-ag: -9; Ba/F3 V617F tox: 3; BaF3 tox: 7

Results for C1CCN(c2nc(N3CCCC3)nc(N3CCNCC3)n2)C1 ?
CHOP inhibitor: 23; NPY Y1 blocker: -8; S1P4 agonist: -1.4; S1P4 antag: 7; NPY2 pot ag: 69*; NCF1 inh: -6; NPY-Y1 PAM-ag: 79*; Ba/F3 V617F tox: 4; BaF3 tox: 7

How did COc1ccc(OCC(=O)N2N=C(C(F)F)CC2(O)C(F)F)cc1 (stereo not given) do in these assays?
CHOP inhibitor: -1; NPY Y1 blocker: 1; S1P4 agonist: 0.0; S1P4 antag: -1; NPY2 pot ag: 0; NCF1 inh: -4; NPY-Y1 PAM-ag: -17; Ba/F3 V617F tox: -3; BaF3 tox: -1

How did O=C1CNC(=S)N1c1nc(-c2ccccc2)cs1 do in these assays?
CHOP inhibitor: -11; NPY Y1 blocker: 0; S1P4 agonist: 2.9; S1P4 antag: -12; NPY2 pot ag: 9; NCF1 inh: -29; NPY-Y1 PAM-ag: 14; Ba/F3 V617F tox: -1; BaF3 tox: 11

What do the screens show for `CC(C)N1C2OC(C3OC4C(O3)N(C(C)C)S(=O)(=O)N4C(C)C)OC2N(C(C)C)S1(=O)=O` (stereo not given)?
CHOP inhibitor: 19; NPY Y1 blocker: -5; S1P4 agonist: 1.6; S1P4 antag: -4; NPY2 pot ag: 7; NCF1 inh: -13; NPY-Y1 PAM-ag: -21; Ba/F3 V617F tox: -1; BaF3 tox: 3

Results for CCCCc1c(O)nc2n(c1=O)CCS2 ?
CHOP inhibitor: 29; NPY Y1 blocker: 21*; S1P4 agonist: 2.3; S1P4 antag: -19; NPY2 pot ag: -8; NCF1 inh: -10; NPY-Y1 PAM-ag: -10; Ba/F3 V617F tox: 4; BaF3 tox: 5

Results for Fc1ccc(CNc2ccc(CNc3ncn[nH]3)cc2)cc1 ?
CHOP inhibitor: 26; NPY Y1 blocker: 2; S1P4 agonist: 0.1; S1P4 antag: -23; NPY2 pot ag: 3; NCF1 inh: -7; NPY-Y1 PAM-ag: 14; Ba/F3 V617F tox: 1; BaF3 tox: 7

Results for CCOC(=O)C1CN(S(=O)(=O)c2ccc(OC)cc2)c2cc(S(=O)(=O)CC)ccc2O1 (stereo not given) ?
CHOP inhibitor: 0; NPY Y1 blocker: 1; S1P4 agonist: 0.4; S1P4 antag: -8; NPY2 pot ag: -4; NCF1 inh: -27; NPY-Y1 PAM-ag: -3; Ba/F3 V617F tox: -2; BaF3 tox: 6

What do the screens show for `Cc1cccc(N=C2N=C(N)c3ccccc32)c1`?
CHOP inhibitor: 37; NPY Y1 blocker: 0; S1P4 agonist: 1.3; S1P4 antag: -9; NPY2 pot ag: 11; NCF1 inh: -9; NPY-Y1 PAM-ag: 3; Ba/F3 V617F tox: -1; BaF3 tox: 2

What do the screens show for `Cc1c2c(nc3nc4ccccc4n13)CCCC2=O`?
CHOP inhibitor: 9; NPY Y1 blocker: 1; S1P4 agonist: -0.2; S1P4 antag: 2; NPY2 pot ag: -5; NCF1 inh: 7; NPY-Y1 PAM-ag: -8; Ba/F3 V617F tox: 0; BaF3 tox: 1

How did Cc1ccccc1N1CCN(C(=O)C2CCCCC2)CC1 do in these assays?
CHOP inhibitor: -13; NPY Y1 blocker: 4; S1P4 agonist: -2.8; S1P4 antag: -7; NPY2 pot ag: 14; NCF1 inh: -7; NPY-Y1 PAM-ag: 0; Ba/F3 V617F tox: 0; BaF3 tox: 3

Results for COc1ccc(C(=O)NNC2CC(=O)N(Cc3ccc(Cl)cc3)C2=O)cc1OC (stereo not given) ?
CHOP inhibitor: -5; NPY Y1 blocker: -2; S1P4 agonist: 0.5; S1P4 antag: -26; NPY2 pot ag: 4; NCF1 inh: -14; NPY-Y1 PAM-ag: -8; Ba/F3 V617F tox: 1; BaF3 tox: 4

How did Cn1cccc1-c1nc2ccccc2n1Cc1ccccc1 do in these assays?
CHOP inhibitor: 14; NPY Y1 blocker: -2; S1P4 agonist: 1.2; S1P4 antag: -7; NPY2 pot ag: -13; NCF1 inh: -11; NPY-Y1 PAM-ag: 32; Ba/F3 V617F tox: 1; BaF3 tox: 6

How did COc1cc(/C(C)=N/NC(=O)CSc2nncn2C)ccc1OCc1ccccc1Cl do in these assays?
CHOP inhibitor: 2; NPY Y1 blocker: 7; S1P4 agonist: -0.2; S1P4 antag: -20; NPY2 pot ag: 5; NCF1 inh: -5; NPY-Y1 PAM-ag: 4; Ba/F3 V617F tox: 3; BaF3 tox: 6

What do the screens show for `O=c1ccn(-c2cccc(C(F)(F)F)c2)nc1-c1ccn(-c2ccccc2F)n1`?
CHOP inhibitor: 25; NPY Y1 blocker: 4; S1P4 agonist: 0.1; S1P4 antag: -6; NPY2 pot ag: -17; NCF1 inh: -6; NPY-Y1 PAM-ag: -16; Ba/F3 V617F tox: -1; BaF3 tox: 8

Results for O=C(CSc1nnc(-c2ccccc2)o1)NCC1CCCCC1 ?
CHOP inhibitor: 39; NPY Y1 blocker: 5; S1P4 agonist: 0.2; S1P4 antag: -16; NPY2 pot ag: -11; NCF1 inh: -14; NPY-Y1 PAM-ag: -9; Ba/F3 V617F tox: -1; BaF3 tox: 0

What do the screens show for `OCCNCCCCOc1ccccc1F`?
CHOP inhibitor: 57; NPY Y1 blocker: -1; S1P4 agonist: 1.0; S1P4 antag: -8; NPY2 pot ag: 2; NCF1 inh: -11; NPY-Y1 PAM-ag: 3; Ba/F3 V617F tox: 0; BaF3 tox: 5

What do the screens show for `Cc1c(-c2ccco2)[n+](=O)c2c(n1[O-])CCCCC2`?
CHOP inhibitor: 13; NPY Y1 blocker: 7; S1P4 agonist: 0.5; S1P4 antag: 6; NPY2 pot ag: 10; NCF1 inh: -8; NPY-Y1 PAM-ag: -11; Ba/F3 V617F tox: -2; BaF3 tox: 0

How did CCCCNC(=S)Nc1ccc(OC)nc1 do in these assays?
CHOP inhibitor: -18; NPY Y1 blocker: 4; S1P4 agonist: 1.1; S1P4 antag: -2; NPY2 pot ag: 10; NCF1 inh: 0; NPY-Y1 PAM-ag: 13; Ba/F3 V617F tox: -4; BaF3 tox: 1

How did CC(NCC(c1ccco1)N1CCCCC1)C(=O)NC1CCCC1 (stereo not given) do in these assays?
CHOP inhibitor: -2; NPY Y1 blocker: 4; S1P4 agonist: -0.1; S1P4 antag: -4; NPY2 pot ag: -3; NCF1 inh: -6; NPY-Y1 PAM-ag: -21; Ba/F3 V617F tox: 7; BaF3 tox: 11

Source: PubChem BioAssay
